Bioassay records deposited in PubChem BioAssay by Broad Institute.
RAD52 inh: inhibitors of human RAD52 DNA annealing. recombinant RAD52 DNA annealing, FRET fluorescence. inhibition, % at 18.7 µM. 0.46% of 360,000 active. AID 651710;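 active means every replicate showing at least 50% inhibition; inconclusive means mean inhibition at least 50% but not in every replicate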
Target sequence (P43351 whole entry, looked up): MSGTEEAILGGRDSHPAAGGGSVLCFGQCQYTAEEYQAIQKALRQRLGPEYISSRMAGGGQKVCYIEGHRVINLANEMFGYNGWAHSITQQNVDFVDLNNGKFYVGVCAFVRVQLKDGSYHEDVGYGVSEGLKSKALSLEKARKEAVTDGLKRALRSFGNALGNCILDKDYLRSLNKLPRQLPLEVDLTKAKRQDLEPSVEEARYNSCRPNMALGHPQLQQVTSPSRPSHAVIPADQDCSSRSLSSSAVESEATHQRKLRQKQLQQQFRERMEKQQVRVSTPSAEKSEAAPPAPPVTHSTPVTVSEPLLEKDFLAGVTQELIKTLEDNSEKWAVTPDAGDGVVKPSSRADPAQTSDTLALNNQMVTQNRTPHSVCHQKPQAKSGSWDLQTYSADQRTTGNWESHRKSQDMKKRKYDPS
Casp6 inh: inhibitors of human caspase-6. P55212. purified caspase-6, Z-VEID-R110 cleavage fluorescence. inhibition, % at 12.5 µM. 0.53% of 350,000 active. AID 686996;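 active means mean inhibition across replicates at least about 35%, with every replicate also reaching that limit, limit read from the data; inconclusive means only one of the two criteria met; inactive means neither criterion met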;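 further: 0% = median of neutral control wells and 100% = no fluorescence left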
ARNT TACC3 PPI: ARNT/TACC3 interaction disruption; Q9Y6A5; AlphaScreen His-ARNT PAS-B/GST-TACC3 binding, luminescence; TACC3 fragment carries E629A point mutation; inhibition, % at 9.99 µM; 0.66% of 390,000 active;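 active means mean inhibition of replicates at least 50% and at least half of replicates each reaching 50%; inconclusive means half or more replicates reach 50% but mean below 50%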;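 further: 0% = complete ARNT plus TACC3 wells and 100% = ARNT alone without TACC3; many hits fall short of the cut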
ERp5 inh: ERp5 (human) disulfide isomerase inhibition; ERp5 insulin aggregation, absorbance 650 nm, 90 min; inhibition, % at 9.99 µM; 0.05% of 350,000 active; AID 651711;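 active means mean replicate inhibition above about 25%, with every replicate also reaching it, limit read from the data, passing the limit was not always enough; inconclusive means only one of those two criteria met; inactive means neither criterion met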
PglD DTNB: inhibitors of Campylobacter jejuni PglD acetyltransferase; purified PglD enzyme, DTNB colorimetric CoA detection; inhibition, % at 12.5 µM; 0.098% of 360,000 active; in the data active means inhibition above about 16%, passing the limit was not always enough; inconclusive means no clear call, values can overlap the other calls; further: strong numbers were not always called active
RAD54 inh: RAD54 (human) branch migration inhibition; Q92698; RAD54 Holliday junction branch migration, FAM/BHQ fluorescence; inhibition, % at 10.4 µM; 0.14% of 360,000 active; AID 602329;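 active means mean normalized replicate activity at least 40 and at least half of replicates scoring 40 or more; inconclusive means only one of the two criteria met; inactive means mean below 40 and under half of replicates reaching 40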;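 further: 0% = median of neutral control wells and 100% = median of positive control wells; inhibitors cause a drop in the FAM fluorescence signal; in these data hits start at about 50%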
esBAF inh: inhibitors of esBAF chromatin remodeling in mouse ES cells; Bmi1-luciferase knock-in reporter, 24 h; 100% = twice the neutral-well signal; reporter increase, % at 12.5 µM; 2% of 350,000 active; AID 602393; in the data active means activation above about 40%; inconclusive means no clear call, values can overlap the other calls;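 further: 0% = median of the plate's neutral control wells and 100% = double that signal; a rise in the Bmi1 reporter signal indicates esBAF inhibition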
E-selectin induc: induces E-selectin expression in human endothelial cells | HUVEC E-selectin immunofluorescence imaging; normalized: neutral wells 0, TNF-alpha wells 100 | activation, % at 7.58 µM | 0.37% of 260,000 active | P16581;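 active means mean E-selectin-positive cell signal at least 10% of the positive control, reached in at least 60% of replicates, without over 20% cell loss; inconclusive means no rule given, readout overlaps actives, possibly toxicity-flagged; inactive means the rest, including those meeting only one limit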;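 further: in these data hits start at about 27%; measured in HUVEC primary endothelial cells; signal is the percent of cells scored E-selectin positive by PE staining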
Target sequence (P16581 whole entry, looked up): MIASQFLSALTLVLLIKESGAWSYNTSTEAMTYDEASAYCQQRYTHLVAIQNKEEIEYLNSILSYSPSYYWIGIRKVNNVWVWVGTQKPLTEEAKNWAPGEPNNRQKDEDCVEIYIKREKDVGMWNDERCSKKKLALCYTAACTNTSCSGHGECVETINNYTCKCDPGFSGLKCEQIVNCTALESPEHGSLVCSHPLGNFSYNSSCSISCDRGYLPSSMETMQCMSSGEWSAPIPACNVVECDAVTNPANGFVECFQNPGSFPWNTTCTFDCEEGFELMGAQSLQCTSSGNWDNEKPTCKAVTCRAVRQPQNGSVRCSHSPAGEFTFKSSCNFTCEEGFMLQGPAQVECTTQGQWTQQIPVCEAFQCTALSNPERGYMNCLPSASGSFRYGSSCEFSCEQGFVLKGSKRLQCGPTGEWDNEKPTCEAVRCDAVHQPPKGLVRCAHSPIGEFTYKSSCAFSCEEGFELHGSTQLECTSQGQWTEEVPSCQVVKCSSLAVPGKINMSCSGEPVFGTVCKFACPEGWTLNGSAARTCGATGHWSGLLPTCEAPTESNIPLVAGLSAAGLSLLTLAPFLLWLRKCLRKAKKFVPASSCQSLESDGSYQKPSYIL
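System: HUVEC / Compound: single concentration / Signal: immunofluorescence imaging / Read-out: percent E-selectin-positive cells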
Numbers without * were called inactive; u = inconclusive; x = no result given; & = joins results of further samples.

Values in the order – esBAF inh, ARNT TACC3 PPI, Casp6 inh, PglD DTNB, E-selectin induc, RAD52 inh, ERp5 inh, RAD54 inh
#1 CCOc1ccccc1N(CC(=O)NCCSc1ccccn1)S(=O)(=O)c1ccc(C)cc1
    -3, -1, 1, -5, x, 0, 2, 4
#2 COc1cc(OC)c(OC)cc1/C=N/NC(=O)CC1C(=O)NN=C1C (stereo not given)
    -3, -3, x, -2, x, x, x, 0
#3 COC1CCN(C(=O)c2ccc3oc(C(C)C)nc3c2)CC1
    8, -1, 0, 4, u, 0, -3, 3
#4 COc1ccc(C(=O)COC(=O)CCc2ccccc2)cc1
    -7, -12, 3, -8, -3.1, -8, -10, -4
#5 COc1ccc(-c2[nH]c(-c3ccc(F)cc3)nc2SCC(=O)NC2CCCC2)cc1
    25, 1, 2, 0, -1.4, -8, 5, -5
#6 O=C(O)CC1S/C(=N/N=C/c2ccc(-c3ccc(Cl)cc3[N+](=O)[O-])o2)NC1=O (stereo not given)
    -9, 5, x, x, 0.4, x, x, 4
#7 CN(CC(=O)Nc1ccc2c(c1)OCO2)S(=O)(=O)c1cccs1
    u, -3, -3, 4, x, 6, 5, -15
#8 CC1=CC(C)(C)N(C(=O)CN2C(=O)CCC2=O)c2ccc(C)cc21
    x, -5, -1, x, x, 10, 3, x
#9 O=C(C1CCCN(S(=O)(=O)c2ccccc2[N+](=O)[O-])C1)N1CCCC1 (stereo not given)
    x, -2, -1, x, -1.3, -13, -4, x
#10 CCn1cnc2cc(NC(=O)COc3ccc(C)cc3)ccc21
    7, 2, 2, -1, x, -15, 1, 21
#11 O=C(CN1CC(=O)Nc2ccccc21)NCCc1ccc(Cl)cc1Cl
    -8, -4, 0, x, 1.8, -13, -7, x
#12 COCC#Cc1cnc2c(c1)C(=O)N([C@@H](C)CO)C[C@H](C)[C@H](CN(C)C(=O)C1CCCCC1)O2
    2, 22, -1, -3, 0.0, -2, -3, -5
#13 CN(C)C(=O)c1cccc(-c2ccc([C@H]3[C@@H](CO)N4CCCCN(Cc5cccnc5)C[C@@H]34)cc2)c1
    x, -2, 2, -2, -0.5, -4, 5, 9
#14 CC(=O)N1CCN=C1SCc1c(F)cccc1Cl
    5, -6, 0, 1, x, -6, 2, 9
#15 O=C1CC(N2CCC(c3nc4ccccc4[nH]3)CC2)C(=O)N1Cc1ccccc1 (stereo not given)
    -7, -2, x, -3, x, x, x, -1
#16 O=C(C1=C[C@H](C2CC2)C[C@H](OCc2ccc(CO)cc2)O1)N1CCOCC1
    -3, -6&0, 1&4, 10&-4, -0.1, 2&-11, 2&-4, -2&5
#17 Cc1ccc(C(=O)NN2C(=O)C3C(C2=O)C2C=CC3C23CC3)cc1 (stereo not given)
    x, -7, 2, x, 0.7, -3, -3, x
#18 COC(=O)[C@@]12CCCCN1[C@H](c1ccc(-c3ccc(F)cc3)c(OC)c1)[C@@H]1C(=O)N(C)C(=O)[C@@H]12
    6, 10, 3, 2, 0.0, -7, -5, -4
#19 CCCNc1nc(OC(C(F)(F)F)C(F)(F)F)nc(OC(C(F)(F)F)C(F)(F)F)n1
    -5, -3, x, 2, x, x, x, 2
#20 O=C1NC(=S)S/C1=C/c1ccc(Oc2cnccn2)cc1
    x, -6, 3, x, x, -7, -5, x
#21 CCN1CCN(C(=O)NCc2ccccc2)CC1
    2, -8, 1, 1, -0.1, -3, -1, x
#22 Cc1csc(N(C)C(=O)CSc2nnc(COc3ccccc3C)o2)n1
    -5, -3, -2, 0, x, -26, -2, 2
#23 Cc1noc(C)c1S(=O)(=O)N(C)C[C@@H]1OCCCC[C@@H](C)Oc2ccc(NC(=O)Nc3ccc4c(c3)OCO4)cc2C(=O)N([C@@H](C)CO)C[C@@H]1C
    2, 1, x, -2, -0.2, x, x, 1
#24 C[C@H]1CN([C@@H](C)CO)S(=O)(=O)c2ccc(-c3ccncc3)cc2O[C@H]1CN(C)C(=O)Nc1ccc(C(F)(F)F)cc1
    -1, -3, 0, -2, 1.6, 10, -3, 2
#25 C[C@H]1CN([C@@H](C)CO)C(=O)c2cc(C#CC3(O)CCCC3)cnc2O[C@H]1CN(C)S(C)(=O)=O
    1, -9, 2, 0, -0.9, 14, 0, -2
#26 Cc1cc(C(=O)CSc2nnnn2-c2ccc(O)cc2)c(C)n1Cc1ccc2c(c1)OCO2
    24, 1, x, -6, x, x, x, -12
#27 COc1cc(C(=O)Nc2nc(-c3ccc(C)cc3)cs2)ccc1OCC(=O)N1CCOCC1
    3, -26, x, 2, x, x, x, 8
#28 CNC(=O)CSc1nnc(-c2ccco2)n1-c1ccccc1OC
    -13, 20, x, 0, x, x, x, 4
#29 O=C(NN=C1CCN(Cc2ccccc2)CC1)c1cc(Br)ccc1O
    x, 2, 24, x, 0.5, -15, 2, x
#30 CC(C)[C@H](COC=O)NC(=O)[C@H]1O[C@@H](n2ccc(N)nc2=O)[C@H](O)[C@@H]1O
    -8, x, 0, 1, 1.2, -24, -3, -16
#31 c1ccc2c(c1)OCC(c1nn3c(Cn4nnc5ccccc54)nnc3s1)O2 (stereo not given)
    21, 27, 12, x, x, -4, 3, x
#32 CC(=O)c1cc(C#N)c(Oc2cc(C)cc(C)c2)nc1C
    -9, -1, x, -4, x, x, x, -5
#33 CCOC(=O)N1CCC(NC(=O)c2cc(C(=O)Nc3ccc(F)cc3F)ccc2CO)CC1
    -4, 2, 2, 0, 0.0, -4, 5, 7
#34 Cc1ccc(S(=O)(=O)N2CCCCC2C(=O)N2CCN(c3ccccc3F)CC2)cc1 (stereo not given)
    x, 6, 3, x, x, -9, -8, x
#35 C[C@H](CO)N1C[C@H](C)[C@@H](CN(C)C(=O)Nc2ccc(C(F)(F)F)cc2)Oc2ccc(N(C)C)cc2C1=O
    -7, 0, 2, -1, x, 8, -3, -4
#36 O=C(Nc1ccc(S(=O)(=O)O)cc1)c1ccc2c(c1)S(=O)(=O)c1ccccc1C2=O
    5, x, 7, -1, -0.1, 22, 6, -3
#37 CSc1sc(C(=O)N(C)C)c2c1S(=O)(=O)N(C)c1ccccc1-2
    -5, 2, 1, x, -0.1, -7, 2, x
#38 CCN1C(=O)c2ccc(-c3nc4ccccc4c(=O)o3)cc2C1=O
    5, -1, 1, -1, -0.2, -58, 1, -5
#39 CNC(=O)C[C@@H]1CC[C@@H]2[C@@H](COc3ccc(NC(=O)Cc4cccs4)cc3C(=O)N2C)O1
    2, -1, x, 0, -0.1, x, x, 6
#40 COc1ccc(C(=O)N/N=C(\C)CC(=O)NC2CCCCC2)c(OC)c1
    6, -11, 1, -4, -0.1, -14, 3, -6
#41 CCOC(=O)C1CCN(C(=O)COc2cccc(C)c2)CC1
    2, 8, 4, 7, x, 4, -2, 1
#42 CO[C@@H]1CN(C)C(=O)c2ccc(NS(=O)(=O)c3ccc(C)cc3)cc2OC[C@H](C)N(Cc2nccs2)C[C@H]1C
    0, -12, 3, 0, 1.0, -12, -2, -10
#43 CCCCN1C(=O)C(CC(=O)NC2CCCC2)CC(C(=O)N2CCOCC2)=C1C (stereo not given)
    4, x, 2, -1, 0.1, -11, -1, 3
#44 CCC(CC)c1nnc(NC(=O)Cc2c[nH]c3ccccc23)s1
    -6, x, 8, 8, 0.0, -36, 1, -2
#45 Nc1cc(N)nc(SCC(=O)c2ccc3c(c2)NC(=O)CO3)n1
    6, x, 0, -4, -0.3, -13, 1, 2
#46 COCCNC(=O)c1cc2c(=O)n3cccc(C)c3nc2n(Cc2ccncc2)c1=N
    -7, -15, x, -5, x, x, x, 25
#47 O=C(Nc1cccc(C(=O)O)c1)Nc1cccc2ccccc12
    -4, -6, 8, -8, x, -10, 2, 8
#48 O=c1c2ccccc2ncn1Cc1cccc2ccccc12
    x, 25, 4, x, -0.2, 1, -13, x
#49 CC(=O)c1cccc(CN2CCN(C3CCCCC3)C(CCO)C2)c1 (stereo not given)
    1, 4, 0, 1, 4.2, -20, 0, -7
#50 N#Cc1ccc(-c2ccc(C3[C@H]4CNC[C@@H]3N4S(=O)(=O)c3ccccc3F)cc2)cc1 (stereo not given in full)
    x, x, -3, x, -0.1, 29, 3, x
#51 COc1ccc2c(C)c(CCC(=O)NCCCN3CCCC3=O)c(=O)oc2c1C
    8, -4, 1, 0, x, 1, 3, -9
#52 O=C(Nc1nc(-c2ccc(Cl)cc2Cl)cs1)C1CCCO1 (stereo not given)
    x, x, -1, -6, x, 4, -5, 3
#53 Cc1nnc(NC(=O)C2CCCN(S(=O)(=O)Cc3ccccc3)C2)s1 (stereo not given)
    -5, -3, x, 2, x, x, x, -10
#54 CCCNC(=O)NC[C@H]1[C@H](c2ccc(C3=CCCC3)cc2)[C@H](CO)N1C(C)=O
    -5, -3, x, -2, -0.1, x, x, 8
#55 O=C(O)C[C@H]1C[C@H]2c3cc(NC(=O)Nc4ccc(C(F)(F)F)cc4)ccc3O[C@H]2[C@@H](CO)O1
    2, 9, 15, 4, 0.1, -12, -3, 2
#56 C[C@@H]1CN([C@@H](C)CO)S(=O)(=O)c2ccc(-c3cccnc3)cc2O[C@H]1CN(C)Cc1cncnc1
    1, -1, -3, 2, 0.1, 1, -8, -10
#57 O=C(Cc1ccc(Cl)cc1)Nc1ccccc1C(=O)Nc1ccc(C(=O)O)cc1
    x, 10, 7, x, -0.1, -12, -7, x
#58 O=C(CC1C(=O)NCCN1Cc1ccccc1)NCCN1CCCCC1=O (stereo not given)
    -5, 1, -2, 7, 1.8, -16, 8, -1
#59 O=C(N/N=C/c1ccc(-n2ccnc2)cc1)c1cccs1
    -31, 5, 2, 0, -0.3, 1, -1, 19
#60 COc1ccc(S(=O)(=O)NCC2CCCN(Cc3ccccc3Cl)C2)cc1 (stereo not given)
    -1, 1, 0, -2, 0.4, -14, -7, -3

The list goes on.
Values in the order – esBAF inh, ARNT TACC3 PPI, Casp6 inh, PglD DTNB, E-selectin induc, RAD52 inh, ERp5 inh, RAD54 inh
#61 COc1ccc(/C=C/C(=O)c2ccccc2)c(OC)c1
    x, x, 1, x, -0.2, -13, 4, x
#62 Cc1cc(=O)n2nc(N3CCCC3C(=O)Nc3ccccc3C)sc2n1 (stereo not given)
    -6, 0, 1, -1, x, -24, 0, 1
#63 CC(C)CN(C(=O)CSc1nc2ccccc2[nH]1)c1c(N)n(Cc2ccccc2)c(=O)[nH]c1=O
    -7, x, 2, 4, -0.1, -12, 1, 4
#64 COc1ccc(S(=O)(=O)Nc2ccc3c(c2)C(=O)N([C@H](C)CO)C[C@H](C)[C@@H](CN(C)Cc2ccc(Cl)c(Cl)c2)OCCCC[C@@H](C)O3)cc1
    x, x, 1, x, 0.0, -24, 7, x
#65 CC(C)(C)NC(=O)c1cccc2c1OC(C)(C)C2
    0, 20, x, -2, x, x, x, -2
#66 O=C(Cc1n[nH]c(=O)c2ccccc12)OCC(=O)c1ccccc1
    -1, 4, -1, 6, 3.5, -6, 0, -9
#67 C=CCNC(=O)c1ccc(C(=O)c2ccccc2)cc1
    11, 0, x, -1, x, x, x, -5

No enrichment for hits; overall some 3.2% were active at least once.
